A3G deaminase: inhibitors of human APOBEC3G DNA deaminase; AID 493012; Q9HC16; inhibition, % at 20 µM; recombinant A3G, ssDNA deamination FAM/TAMRA fluorescence; actives 0.28% (n = 330,000);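 active = inhibition of at least 40% at 20 µM, with no more than 30% in the related APOBEC3A deaminase screen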;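 note: plate controls were DMSO wells with A3G for no effect and wells lacking A3G enzyme for full effect; some compounds called inactive have numbers as strong as hits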
APOBEC3A inh: human APOBEC3A DNA deaminase inhibition. inhibition, % at 20 µM. recombinant A3A, FAM/TAMRA ssDNA deamination fluorescence. actives 0.41% (n = 330,000). P31941;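 active = at least 40% inhibition at 20 µM here, with at most 30% in a related deaminase screen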;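 note: plate controls were A3A with DMSO for no effect and wells lacking A3A enzyme for full effect; some results filed as inactive read as strong as hits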
Target sequence (P31941 whole entry, looked up): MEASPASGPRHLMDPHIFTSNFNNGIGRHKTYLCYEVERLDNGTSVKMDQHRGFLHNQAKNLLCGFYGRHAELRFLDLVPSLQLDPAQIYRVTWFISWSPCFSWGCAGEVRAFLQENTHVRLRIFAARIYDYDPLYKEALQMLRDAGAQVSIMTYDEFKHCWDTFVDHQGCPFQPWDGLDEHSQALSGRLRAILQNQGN
mIAP inh: mouse IAP inhibition; purified mouse IAP, CDP-Star luminescence, 30 min; inhibition, % at 10 µM; actives 0.2% (n = 330,000); AID 2806;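 active = inhibition of at least 40% at 10 µM in the primary screen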;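 note: plate controls were DMSO with enzyme for no effect and no enzyme wells for full effect; values of inactives mirror those of a sister screen read the other way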
mIAP activ: increases mouse intestinal alkaline phosphatase activity. muIAP, CDP-Star luminescence, 30 min; hits give high values; 1 = vehicle-only enzyme signal, 0 = enzyme-free wells. AID 2805. activation factor at 10 µM. actives 0.24% (n = 330,000);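 active = activation factor of at least 2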; note: the source names both 10 and 20 µM as test concentration; values of inactives mirror those of a sister screen read the other way
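Assay system: mouse IAP enzyme; reagent: chemiluminescent substrate CDP-Star; dosing: test compounds delivered from DMSO solution; schedule: 30 min at room temperature; measured by: luminescence from enzymatic CDP-Star hydrolysis; controls: DMSO-only wells and no-enzyme negative control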
hIAP activ: human IAP activation; P09923; purified human IAP, CDP-Star luminescence, 30 min; hits give high values; 1 = vehicle-only enzyme, 0 = enzyme-free background; activation factor at 10 µM; actives 0.16% (n = 330,000);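 active = activation factor of the enzyme at least 2-fold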; note: the source names both 10 and 20 µM as test concentration; values of inactives mirror those of a sister screen read the other way
Target sequence (P09923 whole entry, looked up): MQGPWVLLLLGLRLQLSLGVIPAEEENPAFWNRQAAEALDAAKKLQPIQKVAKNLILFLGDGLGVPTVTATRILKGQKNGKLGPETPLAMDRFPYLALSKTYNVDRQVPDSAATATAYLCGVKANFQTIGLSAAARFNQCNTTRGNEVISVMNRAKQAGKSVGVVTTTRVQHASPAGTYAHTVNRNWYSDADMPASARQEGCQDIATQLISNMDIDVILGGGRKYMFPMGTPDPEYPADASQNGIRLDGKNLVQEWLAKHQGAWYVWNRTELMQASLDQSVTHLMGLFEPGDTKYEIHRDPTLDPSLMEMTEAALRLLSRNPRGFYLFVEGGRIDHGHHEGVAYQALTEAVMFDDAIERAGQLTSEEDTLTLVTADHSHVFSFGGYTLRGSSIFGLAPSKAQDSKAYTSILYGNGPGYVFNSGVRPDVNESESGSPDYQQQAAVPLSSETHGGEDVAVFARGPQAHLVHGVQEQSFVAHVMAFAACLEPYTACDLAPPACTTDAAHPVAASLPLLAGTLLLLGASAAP
SENP1 FRET inh: SENP1 (human) catalytic domain inhibition; inhibition, % at 10 µM; actives 0.21% (n = 360,000); Q9P0U3; recombinant SENP1 catalytic domain, CyPet-SUMO1-YPet FRET cleavage; AID 624204;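 active = inhibition at least 30% at 10 µM, raw YFP signal under a set limit, fluorescence ratio 0.5 to 1.5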;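 note: 0% = enzyme with DMSO and 100% = no enzyme wells; some results filed as inactive read as strong as hits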
Target sequence (Q9P0U3 419-644 limits assumed): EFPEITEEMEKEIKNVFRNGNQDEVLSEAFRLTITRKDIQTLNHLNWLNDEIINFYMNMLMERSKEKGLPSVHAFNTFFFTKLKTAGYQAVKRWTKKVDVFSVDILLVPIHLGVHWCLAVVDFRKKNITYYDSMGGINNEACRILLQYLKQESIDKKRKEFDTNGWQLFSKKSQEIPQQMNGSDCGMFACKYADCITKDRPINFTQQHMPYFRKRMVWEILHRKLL
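System: Recombinant human SENP1 catalytic domain, His6-tagged | Incubation: Enzyme reaction for 50 min at room temperature, dark | Medium: Tris pH 8 with BME, BSA, NP40 and catalase | Also added: 25 nM SUMO1 FRET substrate | Compound: 10 µM single point, 0.5% DMSO | Measured by: FRET fluorescence in CFP and YFP emission channels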
hIAP block: blocks human intestinal alkaline phosphatase | inhibition, % at 10 µM | AID 2544 | purified IAP, CDP-Star luminescence, 30 min | actives 0.12% (n = 330,000) | P09923;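 active = inhibition reaching a set limit with compound at 10 µM in the primary screen, cut at about 35% in these data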;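 note: plate controls were DMSO wells with enzyme for no effect and no-enzyme buffer wells for full effect; values of inactives mirror those of a sister screen read the other way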
NLRP3 yeast inh: NALP3 inhibition in yeast. Yeast reconstituted NLRP3/ASC/caspase-1, beta-gal luminescence, 24 h. actives 0.39% (n = 330,000). inhibition, % at 10 µM;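 active = inhibition of 50% or more; inactive = inhibition below 50%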;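 note: plate controls were induced DMSO wells for no effect and uninduced yeast grown without galactose for full effect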
beta cell repl: induces beta-cell replication in MIN6 cells | MIN6 cells proliferation, ATPlite luminescence, 48 h; cells starved in 0.2% serum; 100% = growth in 10% serum | actives 0.29% (n = 330,000) | proliferation, % at 10 µM | AID 2380;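 active = compounds whose signal lies at least 3.5 SD above the mean of all wells on their plate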;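 note: 0% = DMSO-treated cells in low-serum medium and 100% = 10% serum control; some compounds called inactive have numbers as strong as hits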
* hit, by the source's call; . = not tested or not shown. An excerpt; the hit share may differ from the screen's.

1) COc1ccc(CN2CCC(c3nc4ccc(Cl)cc4[nH]3)CC2)cc1
2) CC(C(=O)Nc1ccc2c(c1)OCCO2)c1ccc([N+](=O)[O-])cc1 (configuration not stated)
3) COc1ccc(OCc2cc(C(=O)N(C)CC3CCCCO3)no2)c(Cl)c1 (configuration not stated)
4) O=C(CSc1ncn[nH]1)Nc1ccc(S(=O)(=O)N2CCCC2)cc1
5) O=C(O/N=C\c1ccc(N2CCCCC2)c([N+](=O)[O-])c1)c1c(F)cccc1F
6) CN1C(=O)c2ccc(NC(=O)C3CCCCC3)cc2C1=O
7) Cc1cccc(C(=O)Nc2nnc(SCC(=O)NCc3ccco3)s2)c1
8) CCC1(CC)NC(=O)N(CC(=O)OCC(=O)Nc2ccc(C(F)(F)F)cc2)C1=O

compound no.	1	2	3	4	5	6	7	8
hIAP block	-27	1	-14	1	3	-6	4	14
A3G deaminase	-5	-5	-7	-5	-3	-7	0	-7
mIAP inh	-38	2	-2	8	8	-5	1	-1
beta cell repl	-5	1	5	-1	-1	-2	-3	-1
mIAP activ	1.4	0.98	1	0.92	0.92	1	0.99	1
SENP1 FRET inh	1	2	1	2	2	-2	0	0
hIAP activ	1.3	0.99	1.1	0.99	0.97	1.1	0.96	0.86
NLRP3 yeast inh	20	7	18	8	18	10	16	2
APOBEC3A inh	-1	-3	0	1	-5	-5	5	-3

9) C=C(C)CNC(=S)NNC(=O)CCn1c2cc(Cl)ccc2c2ccc(Cl)cc21
10) CCOC(=O)c1c(NC(=O)CNCC(O)CO)sc(C)c1C (configuration not stated)
11) COc1ccc(OC)c(NC(=O)CN(c2ccc(C)cc2)S(=O)(=O)c2c(C)noc2C)c1
12) COc1ccc(/C=N/NC(=O)CSc2ccccn2)cc1OC
13) CCOC(=O)c1cnc2c(ccc3ccccc32)c1NCCN(C)C
14) CCN(CC)S(=O)(=O)c1cccc(C(=O)N/N=C2\CC(=O)CC(C)(C)C2)c1
15) CN(C1CC(C)(C)N(O)C(C)(C)C1)S(=O)(=O)CC12CCC(CC1=O)C2(C)C (configuration not stated)
16) Cc1ccc(-c2cc(C(=O)NCC3CCCO3)c3ccccc3n2)cc1C (configuration not stated)

compound no.	9	10	11	12	13	14	15	16
hIAP block	-31	-39	4	-14	-6	4	-9	20
A3G deaminase	-5	-7	-2	1	-1	-10	1	-17
mIAP inh	-24	5	-2	7	-1	3	-9	0
beta cell repl	-6	0	-2	0	-1	-1	0	-3
mIAP activ	1.2	0.95	1	0.93	1	0.97	1.1	1
SENP1 FRET inh	0	-5	2	5	-6	-27	-4	2
hIAP activ	1.3	1.4	0.96	1.1	1.1	0.96	1.1	0.8
NLRP3 yeast inh	20	8	12	0	26	11	16	9
APOBEC3A inh	-1	-7	0	0	-4	-3	-3	-2

17) COc1ccccc1N1CCN(C(=O)c2oc3c(c2C)C(=O)CC(C)(C)C3)CC1
18) CC(C)(CN1CCN(Cc2ccccc2)CC1)NS(=O)(=O)c1ccccc1
19) C=CCNS(=O)(=O)c1sccc1/C=N/O
20) Nc1nonc1-n1nnc(C(=O)N/N=C/c2cccc(Cl)c2Cl)c1CN1CCCC1
21) CCN1CCN(CC(=O)Nc2cc(S(=O)(=O)N3CCCCC3)ccc2Cl)CC1
22) CCOc1cc(C2NC(=O)c3ccccc3O2)ccc1OC(C)C (configuration not stated)
23) CC(C)(C)c1ccc(/C=C2\Oc3c(ccc(O)c3CN3CCN(CCO)CC3)C2=O)cc1
24) CCOc1cccc(CNCCO)c1OCc1ccc(Cl)cc1Cl

compound no.	17	18	19	20	21	22	23	24
hIAP block	-28	0	6	12	-15	4	9	-6
A3G deaminase	1	-3	-5	-9	-8	-5	-11	-3
mIAP inh	3	3	3	1	-9	5	10	2
beta cell repl	-5	1	3	-3	-2	-2	2	-5
mIAP activ	0.97	0.97	0.97	0.99	1.1	0.95	0.9	0.98
SENP1 FRET inh	1	1	1	1	1	0	-38	0
hIAP activ	1.3	1	0.94	0.88	1.2	0.96	0.91	1.1
NLRP3 yeast inh	12	9	2	9	1	29	11	27
APOBEC3A inh	4	6	-2	-3	-3	-4	-6	0

25) CCN1C(=NCC(C)C)N[C@@H](CCc2ccccc2)[C@H](C(=O)NCC(C)C)[C@H]1C
26) COc1cc(Cl)c(CN2CCCC(CO)(Cc3cccc(Cl)c3)C2)cc1OC (configuration not stated)
27) CN(CC(=O)NC1CCCCC1)S(=O)(=O)c1cccc2nsnc12
28) COc1ccc2[nH]c(C(=O)O)c(CCC(=O)O)c2c1
29) Cc1nn(C)c(=O)n1-c1ccccc1
30) Cc1nn(C(=O)CCCC(=O)NCc2ccccc2)c2ccccc12
31) Cc1ccc(Nc2ncc3c(n2)CC(c2ccco2)CC3=O)c(C)c1 (configuration not stated)
32) CCC(c1nnnn1Cc1cccs1)N1CCN(c2nc3ccccc3s2)CC1 (configuration not stated)

compound no.	25	26	27	28	29	30	31	32
hIAP block	20	-11	20	13	5	-13	5	2
A3G deaminase	23	-12	1	-1	-7	-8	-6	0
mIAP inh	-20	-3	4	-5	-9	0	-1	-2
beta cell repl	-2	-4	0	-2	1	4	-2	-1
mIAP activ	1.2	1	0.96	1	1.1	1	1	1
SENP1 FRET inh	-14	-10	1	2	3	0	10	1
hIAP activ	0.8	1.1	0.8	0.87	0.95	1.1	0.95	0.98
NLRP3 yeast inh	0	18	1	1	-4	22	25	1
APOBEC3A inh	54*	-5	2	0	-5	-4	-1	1

33) O=C(CN1CCN(C(=O)c2cccc(F)c2)CC1)Nc1ccccc1F
34) CCCCC(CC)CN1C(=O)/C(=C/c2ccncc2)SC1=S (configuration not stated)
35) O=C1c2ccccc2-c2ccc(C(=O)N3CCCCC3)cc21
36) O=C(CSc1nnc(CNC(=O)c2cccs2)o1)Nc1ccc(Cl)cc1
37) O=C(CCn1c(=O)oc2ccccc21)NCCC1=CCCCC1
38) COc1cccc(NC(=O)CSc2ncnc3c2oc2ccccc23)c1
39) COc1cc2c(cc1OC)C(c1ccc(Cl)cc1)CC(=O)N2 (configuration not stated)
40) CCc1ccc(C(=O)CN2CCSC2=N)cc1

compound no.	33	34	35	36	37	38	39	40
hIAP block	-32	-26	-15	-2	-10	14	-16	4
A3G deaminase	2	-4	-7	-7	7	-4	2	0
mIAP inh	-6	2	3	1	-5	9	15	14
beta cell repl	0	-4	-4	0	-1	-4	-2	-2
mIAP activ	1.1	0.98	0.97	0.99	1	0.91	0.85	0.86
SENP1 FRET inh	2	-39	1	4	0	1	1	1
hIAP activ	1.3	1.3	1.2	1	1.1	0.86	1.2	0.96
NLRP3 yeast inh	13	9	22	10	6	33	9	34
APOBEC3A inh	-3	-6	1	-3	0	-2	-1	-3

Full records, looked up by structure. Values in the order: hIAP block	A3G deaminase	mIAP inh	beta cell repl	mIAP activ	SENP1 FRET inh	hIAP activ	NLRP3 yeast inh	APOBEC3A inh
CCCCC(CC)CN1C(=O)/C(=C/c2ccncc2)SC1=S (configuration not stated) is listed as -26	-4	2	-4	0.98	-39	1.3	9	-6
O=C(CSc1nnc(CNC(=O)c2cccs2)o1)Nc1ccc(Cl)cc1 is listed as -2	-7	1	0	0.99	4	1	10	-3
O=C1c2ccccc2-c2ccc(C(=O)N3CCCCC3)cc21 is listed as -15	-7	3	-4	0.97	1	1.2	22	1
O=C(CCn1c(=O)oc2ccccc21)NCCC1=CCCCC1 is listed as -10	7	-5	-1	1	0	1.1	6	0
COc1cccc(NC(=O)CSc2ncnc3c2oc2ccccc23)c1 is listed as 14	-4	9	-4	0.91	1	0.86	33	-2

(listing goes on)
41) CCn1c(CC(=O)Nc2ccc(F)cc2)nnc1SCC(=O)Nc1nncs1
42) CC(C)=CCCC1=CCC(/C(C)=N/NC(N)=O)CC1 (configuration not stated)
43) COc1ccc(CNC(=S)Nc2cc(C)ccc2C)cc1
44) O=C(CSCc1ccccc1)Nc1ccc(S(=O)(=O)Nc2ncccn2)cc1
45) COc1cc(C(=O)NNC(=O)c2n[nH]c3ccccc23)cc(OC)c1OC
46) CCOC(=O)C1(CCCc2ccccc2)CCN(C(=O)C2CCCO2)CC1 (configuration not stated)
47) CSc1ccccc1-n1nnnc1SCC(=O)NCc1cccs1
48) Cc1nc(-c2ccc(Cl)cc2)sc1C(=O)NN

compound no.	41	42	43	44	45	46	47	48
hIAP block	4	15	-16	-8	-88	-8	-2	12
A3G deaminase	-7	-9	-1	-14	-7	-9	-3	-3
mIAP inh	3	6	-3	-3	11	3	-10	3
beta cell repl	-1	-1	-3	-1	-3	-1	-1	-1
mIAP activ	0.97	0.94	1	1	0.89	0.97	1.1	0.97
SENP1 FRET inh	0	-1	1	0	1	-1	0	0
hIAP activ	0.96	0.85	1.2	1.1	1.9	1.1	1	0.88
NLRP3 yeast inh	7	15	28	11	18	19	15	29
APOBEC3A inh	-3	-3	-3	-4	-5	-5	5	-1

49) O=c1[nH]cnc2scc(C3COc4ccccc4O3)c12 (configuration not stated)
50) COc1cc(NC(C)=O)ccc1NC(=O)c1cc2ccccc2o1
51) CC(C)(C)NCc1cccn1-c1sc2c(c1C#N)CCCC2
52) O=C(Nc1ccc2c(c1)Cc1ccccc1-2)c1ccco1
53) O=C(NCc1ccco1)C1CCCN1S(=O)(=O)c1ccccc1C(F)(F)F (configuration not stated)
54) O=C(COC(=O)C1CC(=O)N(c2ccccc2)C1)c1ccccc1 (configuration not stated)
55) Cc1ccccc1OCC(=O)N/N=C1\CCOc2c(C)cccc21
56) CCCN=C1NC(=O)C(CC(=O)NCCc2ccccc2)S1 (configuration not stated)
57) O=C1CCCC2=C1C(c1cn(-c3ccccc3)nc1-c1cccs1)c1c([nH]c(=O)[nH]c1=O)N2 (configuration not stated)
58) CC1CCCN(C(=O)c2cc(N3C(=O)C4C5CCC(C5)C4C3=O)ccc2Cl)C1 (configuration not stated)
59) Cc1nc2ccc(F)cc2cc1C(=O)NCc1ccco1

compound no.	49	50	51	52	53	54	55	56	57	58	59
hIAP block	-12	11	0	-26	-5	-9	-9	1	-9	2	0
A3G deaminase	0	-1	-2	1	-3	-10	-8	-4	-3	-8	-4
mIAP inh	6	11	-2	-10	-1	4	8	0	2	0	0
beta cell repl	-2	-3	0	-4	-1	0	3	-4	-2	-4	-2
mIAP activ	0.94	0.89	1	1.1	1	0.95	0.92	1	0.98	1	0.99
SENP1 FRET inh	-1	3	1	3	-14	1	1	-1	-32	.	0
hIAP activ	1.1	0.89	1	1.3	1.1	1.1	1.1	0.99	1.1	0.98	1
NLRP3 yeast inh	6	19	2	31	-3	-7	1	20	-9	-9	8
APOBEC3A inh	1	-5	0	-5	3	-6	-1	2	-4	-2	-2

Bioassay records from PubChem.
